AmpC inh no detg: blocks E. coli AmpC beta-lactamase in detergent-free assay. P00811. AmpC nitrocefin hydrolysis, absorbance 480 nm, 0.0001% Triton. Potency, µM (top dose mostly 57.1 µM), for the others: at the highest dose activity change, negative = inhibition, hits mostly inhibitors. 330,000 tested, 0.52% active. AID 485341;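 further: potency means the concentration at half of the fitted maximal effect; plate controls were no compound for no effect and no enzyme for full effect; nearly all actives have a fitted effect of over 20% in size; some results filed as inactive show a strong effect at the top dose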
Target sequence (P00811 whole entry, looked up): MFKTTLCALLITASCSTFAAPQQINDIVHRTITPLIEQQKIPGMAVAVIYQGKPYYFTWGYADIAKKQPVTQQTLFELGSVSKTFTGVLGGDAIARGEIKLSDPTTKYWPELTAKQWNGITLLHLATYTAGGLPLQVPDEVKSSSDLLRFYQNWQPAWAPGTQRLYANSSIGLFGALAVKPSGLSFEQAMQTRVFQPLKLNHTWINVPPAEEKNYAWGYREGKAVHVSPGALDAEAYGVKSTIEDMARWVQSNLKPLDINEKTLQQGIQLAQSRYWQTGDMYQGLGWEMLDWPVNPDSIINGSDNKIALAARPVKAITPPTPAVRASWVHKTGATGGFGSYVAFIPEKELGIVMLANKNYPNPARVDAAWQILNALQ
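AmpC (5.3 nM in the dispensed reagent) in 20 mM phosphate pH 7.0 with 0.01% (detergent screen) or 0.0001% Triton X-100 was preincubated with compounds for 15 min at room temperature. Nitrocefin was then added from an 800 uM solution, and hydrolysis was followed at 480 nm.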
TbPYK inhibitor: inhibitors of Trypanosoma brucei pyruvate kinase; Q57TT1; TbPYK enzyme, Kinase-Glo Plus ATP luminescence, 45 min; Potency, µM (doses to about 76.8 µM), without a hit: at the highest dose activity, negative = inhibition, usual class: inhibitors; 410,000 tested, 0.12% active; AID 624173; further: potency means the concentration at half of the fitted maximal effect; nearly all actives have a fitted effect of over 50% in size
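Activity of T. brucei pyruvate kinase was followed by Kinase-Glo Plus luminescence after the enzyme reacted 45 min at room temperature with 130 uM ADP (final) and substrate. Test compounds were added before ADP at multiple concentrations.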
LmPK inh: LmPK (Leishmania mexicana) enzyme inhibition; Q27686; purified LmPK, Kinase-Glo ATP luminescence, 1 h; Potency, µM (titrated, usually from 57.5 µM), inactives show top-dose activity change, negative = inhibition, usual class: inhibitors; 290,000 tested, 0.37% active; further: potency means the concentration at half of the fitted maximal effect
Target sequence (Q27686 whole entry, looked up): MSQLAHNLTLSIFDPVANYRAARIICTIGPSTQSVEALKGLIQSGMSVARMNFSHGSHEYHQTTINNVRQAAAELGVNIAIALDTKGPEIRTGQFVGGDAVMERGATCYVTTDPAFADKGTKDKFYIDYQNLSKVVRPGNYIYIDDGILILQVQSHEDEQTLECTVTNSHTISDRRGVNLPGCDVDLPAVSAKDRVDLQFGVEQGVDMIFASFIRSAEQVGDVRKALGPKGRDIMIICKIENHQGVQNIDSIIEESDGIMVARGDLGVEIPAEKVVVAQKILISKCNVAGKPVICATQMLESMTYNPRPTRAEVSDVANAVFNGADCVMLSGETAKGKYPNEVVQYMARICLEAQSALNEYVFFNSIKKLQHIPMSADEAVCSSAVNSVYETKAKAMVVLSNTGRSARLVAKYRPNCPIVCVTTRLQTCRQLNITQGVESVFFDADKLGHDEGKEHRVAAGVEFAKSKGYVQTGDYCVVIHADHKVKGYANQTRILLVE
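Purified LmPK (0.1 nM) with 0.5 mM PEP and 0.1 mM ADP in imidazole buffer pH 7.2 with MgCl2/KCl, 1 h at room temperature. ATP formed was read by luciferase luminescence and normalized to no-enzyme and uninhibited controls.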
HCV inhibitor: inhibitors of hepatitis C virus infection; Huh7.5.1 HCVcc-Cre infection, luciferase reporter, 44 h; Potency, µM (top dose mostly 41.8 µM), without a hit: at the highest dose activity change, negative = inhibition, hits mostly inhibitors; 340,000 tested, 3.4% active; further: potency means the concentration at half of the fitted maximal effect
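HCVcc-Cre virus at an moi near 0.5 was added right after compound to cells cultured 4 h from seeding (1,000 cells/well). Luciferase activity was determined 44 h later, 15 min after substrate addition at RT.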
HCMV antiviral: blocks human cytomegalovirus replication | 410,000 tested, 4.5% active | activity change, negative = inhibition, % at 57.5 µM | HFF cells, HCMV-luciferase reporter, 72 h; stronger effect = lower value; in the data active means activity change below about -60%; inconclusive means no clear call, values can overlap the other calls; inactive means above about -39%
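Two-dose cell screen: HFF monolayers treated with compounds and infected with luciferase-expressing HCMV at 1 PFU/cell, 72 h at 37C, then lysed for luciferase measurement.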
AMA1 RON2 block: inhibitors of Plasmodium falciparum AMA1-RON2 interaction; AlphaScreen AMA1-biotinylated RON2 peptide binding; Potency, µM (titrated, usually from 58.2 µM), for inactives: at the highest dose activity change, negative = inhibition, hits mostly inhibitors; 360,000 tested, 0.2% active;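 further: potency means the concentration at half of the fitted maximal effect; 0% = vehicle wells and -100% = peptide control; nearly all actives have a fitted effect of over 45% in size; some results filed as inactive show a strong effect at the top dose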
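AMA1 (3D7) with his tag at 25 nM final met compounds first, then biotinylated RON2 peptide at 25 nM; detection used donor plus acceptor beads, 10 µg/mL apiece, read by AlphaScreen after 30 min at room temperature.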
AmpC inh detg: inhibitors of E. coli AmpC beta-lactamase with detergent; P00811; AmpC hydrolysis of nitrocefin, absorbance 480 nm, 0.01% Triton; Potency, µM (highest dose often 114 µM), for inactives: at the highest dose activity change, negative = inhibition, hits mostly inhibitors; 370,000 tested, 0.041% active; AID 485294;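 further: potency means the concentration at half of the fitted maximal effect; 0% = no-compound wells and -100% = no-enzyme wells; nearly all actives have a fitted effect of over 25% in size; some results filed as inactive show a strong effect at the top dose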
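AmpC (5.3 nM in the dispensed reagent) in 20 mM phosphate pH 7.0 with 0.01% (detergent screen) or 0.0001% Triton X-100 was preincubated with compounds for 15 min at room temperature. Nitrocefin was then added from an 800 uM solution, and hydrolysis was followed at 480 nm.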
The depositor's hits bear a star; ? = inconclusive; . = no result given; [ ] = remark or other dose. Unless noted, the call rests on the fitted dose curve; in most records, active means well fitted curve in the direction sought with a large enough effect; inconclusive means small, poorly fitted or top-dose-only effect, or another doubt; inactive means no such curve, though single readings can be large; an effect the other way counts as inactive or inconclusive. Unless noted, on the % scale 0 is the no-effect control and ±100 the full control effect.

Molecule	AmpC inh no detg	TbPYK inhibitor	LmPK inh	HCV inhibitor	HCMV antiviral	AMA1 RON2 block	AmpC inh detg
CCOC(=O)COc1ccc(S(=O)(=O)Nc2ccc3c(c2)OCO3)cc1	2%	-30%	1%	12%	.	?	1%
CCCn1c(C)cc(/C=C(\C#N)C(=O)OCC(=O)Nc2ccc(OC)c(Cl)c2)c1C	-42%	5%	0%	?	-11	-18%	-5%
Cc1nc(NC(=O)CSc2nc(N)cc(N)n2)sc1C	-20%	2%	-3%	8%	-20	-3%	-1%
O=C(O)c1cccc(-n2cccc2/C=C2/NC(=O)N(Cc3ccccc3F)C2=O)c1	-37%	4%	-2%	-7%	-21	-20%	0%
N/C(=N\OC(=O)COc1ccc(Br)cc1)c1cccc([N+](=O)[O-])c1	-10%	0%	2%	19%	18	-10%	-8%
O=C1c2ccccc2NC(c2ccc(-c3cccs3)o2)N1O (stereo unspecified)	-25%	-8%	.	.	148	.	4%
O=C(CN(c1cc(Cl)ccc1Cl)S(=O)(=O)c1ccccc1)N1CCOCC1	67%[activator]	-4%	0%	19%	-6	-5%	1%
COc1ccc(C(=O)N(C)Cc2ccon2)cc1OC1CCN(C(C)C)CC1	-20%	5%	-6%	18%	-10	9%	4%
c1ccc(-c2cnc(CN3CCN(c4ccccc4)CC3)o2)cc1	45%	5%	11%	13%	58	-29%	?
Nc1c(C(=O)NC2CCCCC2)nsc1C(=O)OCC(=O)NC1CCCCC1	-11%	2%	3%	-27%	0	1%	-9%
CN(N=Nc1nc[nH]c1C(N)=O)C1CCCCC1	.	5%	.	.	-10	-12%	.
CCc1ccc(N/C(SC)=C(/C#N)C(N)=O)cc1	-10%	2%	-5%	-20%	7	?	-7%
CCOc1ccc(/C=C/C(=O)OCC(=O)c2ccccc2OC)cc1OC	-28%	-1%	.	?	.	-16%	?
CC(C)Oc1ccc(C2CC(=O)NC2=O)cc1 (stereo unspecified)	-7%	-18%	-1%	25%	41	0%	2%
c1cncc(CNCCc2c[nH]c3ccccc23)c1	-22%	0%	6%	-1%	-8	-6%	7%
COc1ccc(-c2noc(COc3ccc4c(c3)OCO4)n2)cc1OC	0%	-17%	1%	?	-22	-13%	0%
CC(Oc1ccc(Cl)cc1Cl)C(=O)NNC(=O)C(=O)N1CCCCC1 (stereo unspecified)	-14%	5%	-2%	4%	74	76%[activator]	-13%
O=S(=O)(NCc1cccc(C(F)(F)F)c1)NCc1ccccc1F	-39%	2%	3%	-14%	70	11%	-2%
Cc1ccc(OCC(=O)N(Cc2ccc(Cl)cc2)CC2CCCO2)cc1C (stereo unspecified)	.	-10%	.	.	-31	.	16%
COC(=O)C[C@@H]1C[C@@H]2c3cc(NS(=O)(=O)c4ccc(F)cc4)ccc3O[C@@H]2[C@H](CO)O1	.	3%	.	.	11	11%	.
CCC(C)(C(=O)NC1CCCCC1)N(Cc1ccco1)C(=O)c1ccc2c(c1)OCO2 (stereo unspecified)	9%	3%	1%	?	-33	-3%	1%
Cc1ccc2nc3c(cc(C(=O)NCc4cccnc4)c(=N)n3C(C)C)c(=O)n2c1	-9%	.	-4%	.	.	.	-16%
COc1ccc(CCNC(=O)Cn2c(-c3ccc(F)cc3)cc(C(C)=O)c2C)cc1OC	.	-15%[15.4 µM]	.	.	0	.	3%
CCCCCCNC(=O)N[C@H](Cc1ccc(O)cc1)C(=O)NCCC[C@H]1CN2C(=NC[C@H]2CCC)N1CC1CCC1	66%[activator]	.	-9%	.	.	.	8%
CC(OC(=O)CN1C(=O)COc2ccccc21)C(=O)NCc1ccc(F)cc1 (stereo unspecified)	15%	4%	-1%	7%	-5	10%	2%

Full records, quoted from the list. Order of values: AmpC inh no detg | TbPYK inhibitor | LmPK inh | HCV inhibitor | HCMV antiviral | AMA1 RON2 block | AmpC inh detg
Record of `O=C(CN(c1cc(Cl)ccc1Cl)S(=O)(=O)c1ccccc1)N1CCOCC1` : 67%[activator] | -4% | 0% | 19% | -6 | -5% | 1%
Record of `O=S(=O)(NCc1cccc(C(F)(F)F)c1)NCc1ccccc1F` : -39% | 2% | 3% | -14% | 70 | 11% | -2%
Record of `CCCn1c(C)cc(/C=C(\C#N)C(=O)OCC(=O)Nc2ccc(OC)c(Cl)c2)c1C` : -42% | 5% | 0% | ? | -11 | -18% | -5%

(further entries)
Molecule	AmpC inh no detg	TbPYK inhibitor	LmPK inh	HCV inhibitor	HCMV antiviral	AMA1 RON2 block	AmpC inh detg
O=C(O)C=Cc1c[nH]c2nccnc12	.	-10%	.	.	-4	13%	.
COC(=O)c1ccc(NC(=S)NN2CCCCC2c2cccnc2)cc1 (stereo unspecified)	2%	4%	2%	10%	21	14%	2%
CCOC(=O)c1ccc(S(=O)(=O)N2CCN(C(=O)c3ccccn3)CC2)cc1	-13%	-5%	.	-8%	10	-3%	.
COC(=O)CSc1nc2sc3c(c2c(=O)n1-c1ccccc1C)CC(C)(C)OC3	.	6%	.	.	10	.	17%
COc1ccc(Cn2c(=O)[nH]c3cc(C(=O)NCCCN4CCCCCC4)ccc3c2=O)cc1	35%	-11%	-4%	-24%	-38	-6%	?
Cc1csc(NC(=O)CSc2nnc(-c3cc(C)on3)o2)n1	-11%	-1%	-2%	3%	19	87%[activator]	5%
O=C(O)/C=C/C(=O)Nc1ccccc1SC(F)(F)C(F)(F)C(F)(F)F	-22%	-19%	0%	-20%	74	-5%	-2%
COCCN1CCN(C(=O)C2CCC(=O)N(Cc3ccccc3OC)C2)CC1 (stereo unspecified)	-6%	9%	-11%	-5%	63	-18%	2%
O=C1N(Cc2ccccc2)c2ccc(Cl)cc2C1(O)c1c[nH]c2ccccc12 (stereo unspecified)	.	0%	.	.	?	.	-4%
CC1CCN(S(=O)(=O)c2ccc3[nH]c(=O)cc(C(=O)O)c3c2)CC1	-14%	0%	-6%	6%	18	-12%	0%
NC(=O)NC(CC(=O)OCC(=O)Nc1nnc(-c2ccccc2)o1)c1ccc(Cl)cc1 (stereo unspecified)	.	-8%	.	.	-17	165%[activator]	.
Cc1ccc(C(=O)N[C@H](C(=O)OCC(=O)NC2CCS(=O)(=O)C2)C(C)C)cc1 (stereo partly specified)	-5%	-2%	0%	-3%	25	7%[11.6 µM]	-18%
CC(C)(C)OC(=O)C[C@H]1C/C=C\C[C@@H](CC(=O)N(CCO)Cc2ccccc2)C(=O)N[C@H](C(C)(C)C)COC1=O	240%[activator]	-12%	.	11%	5	-7%	.
COc1cccc(C2Cc3ccccc3C(=O)O2)c1 (stereo unspecified)	-21%	2%	0%	17%	?	5%	-12%
CCOc1ccc(-n2cc(-c3ccccc3)c3c(N4CCN(c5ccccc5OC)CC4)ncnc32)cc1	.	-2%	.	.	-34	.	-3%
CCOC(=O)C(=CNc1nc(-c2ccccc2)c(C(=O)Nc2ccc(-c3ccccc3)cc2)s1)C(=O)OCC	-12%	1%	-16%	0%	-33	0%	-6%
Cc1ccc(C2CCN(C(=O)c3cnn(-c4cccc(Cl)c4)c3C3CCN(C(=O)OC(C)(C)C)CC3)C2)cc1 (stereo unspecified)	.	0%	.	.	?	.	21%
CC1(C)CC(=O)c2cnc(NC(=O)CSC(=S)N3CCCCC3)nc2C1	-4%	2%	7%	-2%	9	12%	-4%
COC(=O)c1c(NC(=O)c2cccnc2)sc(C(=O)N(C)C)c1C	-6%	-24%	-1%	8%	-1	-12%	-11%
COc1cc(NC(=O)C2=C(C)OCCS2)c(Cl)cc1C(=O)NCCN(C)C	4%	2%	0%	?	-32	7%	3%
C#CCN(C)CC/C=C1\c2ccccc2CSc2ccccc21	-3%	1%	-1%	?	-29	?	4%
CN1C(=O)C(O)(C2OC(C)(C)CCC2=O)c2ccccc21 (stereo unspecified)	-2%	3%	-1%	21%	-25	2%	4%
Cc1ccc(-n2nnnc2-c2cnoc2-c2cccc(F)c2)cc1	-22%	-18%	2%	14%	12	6%	?
Cc1nn(C)c(C(=O)Nc2ccc(Br)cc2F)c1Br	-18%	-14%	-2%	8%	96	-21%	-7%
COc1ccccc1NC(=O)Nc1nc(CC(=O)N2CCN(c3ccccc3F)CC2)cs1	-10%	9%	.	-84%	15	0%	?
Cc1oc(-c2cccs2)nc1CNC[C@H]1O[C@@H](n2cnc(C(N)=O)n2)[C@H](O)[C@@H]1O	.	0%	.	37%[activator]	-5	9%	.
CC(C)Oc1cccc(C(=O)C2CCCN(C(=O)c3ccsc3)C2)c1 (stereo unspecified)	39%	2%	0%	19%	19	-2%	8%
CCOc1cc(NC(=O)CCl)c(OCC)cc1NC(C)=O	-9%	3%	8%	13%	?	-2%	3%
O=C(CCCN1C(=O)CCC1=O)Nc1ccc(Cl)c(C(F)(F)F)c1	19%	-1%	3%	13%	54	11%	3%
CC(C)n1cnc2cc(NCc3nc4ccccc4n3C)ccc21	-10%	-27%	?	0%	123	28%	?
O=C1C(=O)N(CCN2CCOCC2)C(c2ccc([N+](=O)[O-])cc2)/C1=C(/O)c1ccc2c(c1)OCO2 (stereo unspecified)	-20%	-11%	2%	19%	-3	15%	-10%
CCOC(=O)c1cc2ccccc2n1C1CCN(C)CC1	.	3%	.	.	-8	-1%	.
COc1ccc(CN(C)CCCn2cnc3c(SC)ncnc32)cc1OC	.	2%	.	.	-4	7%	.
O=C(Cn1cnc2onc(-c3ccc(F)cc3)c2c1=O)N1CCN(c2ccccc2F)CC1	.	2%	.	.	-12	.	-1%
Cc1ccc(NC(=O)Cc2coc3c(C)c(C)ccc23)c(C)c1	.	3%	.	.	-8	.	27%
COc1ccc(OCCn2ccnc2)cc1	-7%	0%	8%	0%	-4	-6%	-17%
COc1ccc(CNC(=O)c2coc(=O)c3ccccc23)c(OC)c1	-12%	1%	-2%	13%	31	2%	?
COc1cccc(NC(=O)c2ccc(-c3nc(COc4ccc(C)cc4)c(C)o3)cc2)c1	.	-2%	.	.	17	.	?
CC(Sc1nc2ccccc2n1C)C(=O)Nc1ccc(N2CCOCC2)cc1 (stereo unspecified)	9%	-4%	-1%	-15%	46	-2%	-13%
O=C(CCn1nc(-c2ccccc2)c2ccccc2c1=O)NN1CCOCC1	-10%[2.29 µM]	1%	4%	20%	-70*	32%[activator]	-10%

Source: PubChem (National Center for Advancing Translational Sciences (NCATS))

Outcome played no part in choosing rows. About 7.5% of those tested had a hit in this group.
